Screens deposited in PubChem BioAssay by several laboratories.
TNFa cytotox = toxic to HUVEC cells under TNF alpha stimulation. AID 848. HUVEC TNFalpha-stimulated, Hoechst cell count, imaging. cell count reduction, % at 2 µM. actives 0.17% (n = 93,000);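 active means cell count reduction exceeding the screen mean by over 5 SD, scaled to untreated wells per plate, cut at about 78% in these data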;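 further: cells counted after 24 h of TNF alpha exposure following the 1 h pretreatment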
IL1B cytotox = HUVEC cytotoxicity counter-screen, IL-1B stimulated. cell count reduction, % at 2 µM. actives 0.41% (n = 94,000). HUVEC cell count loss, Hoechst imaging;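 active means cell count reduction more than 3 SD above the screen-wide mean, cut at about 70% in these data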;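 further: normalized per plate to untreated control cells as the no-loss baseline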
HUVEC prolif 384 = inhibitors of human endothelial cell proliferation; AID 648; viability, % at 10 µM (by protocol); HUVEC proliferation, CellTiter-Glo luminescence, 72 h; stronger effect = lower value; actives 1.1% (n = 86,000);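 active means viability at or below 30%; inactive means viability above 30%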;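 further: 100% = median luminescence of DMSO-only cell control wells on each plate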
H69AR inhibit = growth inhibitors of human H69AR lung tumor cells; actives 6% (n = 85,000); viability, % at 10 µM; H69AR lung tumor viability, ATP luminescence, 72 h; stronger effect = lower value;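 active means viability at or below 40%; inactive means viability above 40%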;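 further: multidrug resistant small cell line overexpressing MRP-1 efflux transporter; 100% = mean luminescence of untreated control wells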
VCAM1 TNFa inh = reduces TNF alpha induced VCAM1 expression in HUVEC. HUVEC TNFa-induced VCAM-1 immunofluorescence, high-content imaging. AID 802. inhibition, % at 2 µM. actives 0.48% (n = 95,000);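 active means inhibition above the batch mean plus 3 SD, with images confirmed as a hit by eye, cut at about 37% in these data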;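 further: 0% = TNF-stimulated DMSO wells and 100% = unstimulated control wells; not every result past the cut was called active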
Pyk2 oligo antag = antagonists of human Pyk2 oligomerization. Q14289. Q293 cells, Pyk2 FERM NanoBiT luminescence; stronger effect = lower value. z-score (the deposit names both 25 µM and 10 µM). actives 0.83% (n = 99,000). AID 1347419;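 active means Z-score of -3 or lower, scaled per plate to the spread of control and sample wells; inactive means z-score above -3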;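 further: negative z-score means lost luminescence so less FERM oligomerization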
Fibroblast inh = blocks proliferation of human lung fibroblasts; LL 47 human lung fibroblast viability, ATP luminescence; stronger effect = lower value; viability, % at 10 µM; actives 1.1% (n = 85,000); AID 719;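 active means viability at or below 50% in the single dose screen; inactive means viability above 50%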;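 further: compound exposure lasted 72 h before the ATP readout; 100% = median luminescence of untreated cell-only wells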
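Times – overnight cell rest, 72 h compound treatment at 37 °C · Test system – human lung fibroblast line LL 47, low passage · Amount – 1,150 cells in each well · Controls – cell-only wells, no compound · Doses – 0.1% DMSO in all compound wells · Measured by – CellTiter-Glo luminescence · Buffer or medium – IMEM plus 15% FBS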
Smad3 FoxH1 inh = Smad3 (human) transcription factor binding inhibition; TR-FRET Smad3/Dy647-FoxH1 peptide binding, europium anti-His; P84022; inhibition, % at 25 µM; actives 0.29% (n = 88,000); AID 630;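 active means compounds that reduce the energy-transfer binding signal between the protein and its labelled peptide by more than half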;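 further: 0% = Smad3 plus labelled peptide maximal FRET and 100% = peptide-only background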
Target sequence (P84022 whole entry, looked up): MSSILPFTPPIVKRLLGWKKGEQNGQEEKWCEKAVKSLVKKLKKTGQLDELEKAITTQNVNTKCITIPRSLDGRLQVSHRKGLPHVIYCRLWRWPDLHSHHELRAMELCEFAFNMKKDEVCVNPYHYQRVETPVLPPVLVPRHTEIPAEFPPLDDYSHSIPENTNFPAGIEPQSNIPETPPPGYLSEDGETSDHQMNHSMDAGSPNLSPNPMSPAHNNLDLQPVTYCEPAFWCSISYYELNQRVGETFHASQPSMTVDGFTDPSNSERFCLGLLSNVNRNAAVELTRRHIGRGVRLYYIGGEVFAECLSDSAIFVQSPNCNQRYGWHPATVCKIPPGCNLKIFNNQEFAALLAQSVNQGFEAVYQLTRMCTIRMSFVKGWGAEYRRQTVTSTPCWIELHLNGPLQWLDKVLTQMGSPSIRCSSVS
cytoskel mod = alters cytoskeleton assembly in HUVEC cells. AID 836. inhibition, % at 2 µM. actives 0.18% (n = 91,000). HUVEC TNFa F-actin phalloidin imaging, high content;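 active means inhibition above the batch mean plus 3 SD and confirmed as a hit by visual image inspection, cut at about 30% in these data, passing the limit was not always enough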; further: strong numbers were not always called active
* hit, by the source's call; · = no result given; [ ] = dose if it differs, or a comment.

The first 2 records (preview)
nr	SMILES	TNFa cytotox	IL1B cytotox	HUVEC prolif 384	H69AR inhibit	VCAM1 TNFa inh
1	Cc1ccc2oc(-c3cccc(NC(=O)C4CCCO4)c3)nc2c1 (stereo not drawn)	-6	-15	89	105	-12
2	C/C(=C(\C#N)C(=O)NC1CCCCC1)N(C)C	-1	20	·	·	11

nr	Pyk2 oligo antag	Fibroblast inh	Smad3 FoxH1 inh	cytoskel mod
1	0	105	-15	0
2	-0.48	·	·	-3

The listing, from the start:
nr	SMILES	TNFa cytotox	IL1B cytotox	HUVEC prolif 384	H69AR inhibit	VCAM1 TNFa inh
1	Cc1ccc2oc(-c3cccc(NC(=O)C4CCCO4)c3)nc2c1 (stereo not drawn)	-6	-15	89	105	-12
2	C/C(=C(\C#N)C(=O)NC1CCCCC1)N(C)C	-1	20	·	·	11
3	Clc1nnc2ccc(-c3ccccc3)nn12	·	·	65	92	·
4	CCCOc1ccc(/C=N/NC(=O)c2ccc(Cn3cc([N+](=O)[O-])cn3)o2)cc1	-4	-1	·	·	16
5	N#Cc1nc(COc2ccc(Br)cc2)oc1N1CCN(Cc2ccccc2)CC1	-16	-4	·	·	2
6	CCCCC(=O)NC(c1cccc([N+](=O)[O-])c1)c1c(OC(C)=O)ccc2ccccc12 (stereo not drawn)	-21	-19	80	4.6*	3
7	Cc1ccc2[nH]c(=O)c(CN(CCO)C(=O)NCc3ccccc3)cc2c1	·	·	94	100	·
8	O=C(CC1NC(=O)NC1=O)Nc1cccc2ccccc12 (stereo not drawn)	-17	-8	90	100	5
9	CCc1nc(SCc2ccccn2)c2c(=O)n(C)c(=O)n(C)c2n1	-30	8	105	85	8
10	CN1CCN(C(=O)CN2C(=O)CC(C)(C)S(=O)(=O)c3ccccc32)CC1	-14	-39	101	102	10
11	CC(=O)Nc1ccc(C(=O)n2cnc3cc(C)c(C)cc32)cc1	-4	4	85	87	-6
12	CCC(CC)C(=O)Nc1cccc(S(=O)(=O)c2cccc(NC(=O)C(CC)CC)c2)c1	-6	-8	105	81	-2

nr	Pyk2 oligo antag	Fibroblast inh	Smad3 FoxH1 inh	cytoskel mod
1	0	105	-15	0
2	-0.48	·	·	-3
3	0.79	101	2	·
4	-0.93	·	·	9
5	0.74	·	·	·
6	-4.3*	89	-12	11
7	0.37	98	4	·
8	1.9	96	7	-24
9	·	90	10	-2
10	1.2	113	-11	3
11	0.22	95	9	·
12	-0.85	94	14[fluorescence artefact?]	12

Additional entries
nr	SMILES	TNFa cytotox	IL1B cytotox	HUVEC prolif 384	H69AR inhibit	VCAM1 TNFa inh
13	CCOC(=O)NC(c1cccc(Cl)c1)C1CCCCCC1=O (stereo not drawn)	-13	·	109	98	-9
14	COc1ccc(NC(=O)c2ccc(=O)oc2)cc1	-16	10	92	119	19
15	Cn1c(=O)c(=O)n(C)c2cc(S(=O)(=O)N3CCN(Cc4ccccc4)CC3)ccc21	-31	6	108	96	7
16	CC1(C)NC(=O)NC2(C)NC(=O)NC(C)(C)C12 (stereo not drawn)	-10	0	107	100	-2
17	N#Cc1cc2c(=O)n3ccccc3nc2n(CC2CCCO2)c1=N (stereo not drawn)	-38	-31	97	78	-47
18	O=C1C2CCCN2C(c2cccc(Br)c2)N1c1ccc(F)cc1 (stereo not drawn)	-5	-7	95	90	1
19	CCOC(=O)N1CCN(c2c(-c3ccc(C(C)C)cc3)c(=O)c2=O)CC1	2	-20	95	90	20
20	CC(C)Cc1nc(N2CCC(C(N)=O)CC2)c2nnn(Cc3ccccc3)c2n1	-16	14	87	·	-10
21	CCOC(=O)c1sc2nc(NC(=O)COc3ccccc3)sc2c1C	47	10	85	79	19
22	CC(=O)Nn1cnc2c(c1=O)C1(CCCC1)Cc1ccccc1-2	-5	-5	99	99	10
23	O=c1nc2sc3ccccc3n2c(=O)n1-c1cccc(Cl)c1	-8	-3	77	88	-31
24	CCOC(=O)c1c(N)sc2c1CCSC2	-13	8	83	97	-8

nr	Pyk2 oligo antag	Fibroblast inh	Smad3 FoxH1 inh	cytoskel mod
13	-1.2	98	12	8
14	0.17	103	6	2
15	0.23	94	-8	7
16	-0.07	98	-5	-10
17	·	105	-2	12
18	·	100	8	0
19	0.78	101	-4	-2
20	0.48	87	2	·
21	·	98	2	-4
22	-0.41	97	-1	-21
23	0.48	98	1	7
24	0	91	7	-17

Entries of single compounds, quoted from the list.
Entry for O=C(CC1NC(=O)NC1=O)Nc1cccc2ccccc12 (stereo not drawn) = TNFa cytotox: -17; IL1B cytotox: -8; HUVEC prolif 384: 90; H69AR inhibit: 100; VCAM1 TNFa inh: 5; Pyk2 oligo antag: 1.9; Fibroblast inh: 96; Smad3 FoxH1 inh: 7; cytoskel mod: -24
Entry for CCCOc1ccc(/C=N/NC(=O)c2ccc(Cn3cc([N+](=O)[O-])cn3)o2)cc1 = TNFa cytotox: -4; IL1B cytotox: -1; HUVEC prolif 384: ·; H69AR inhibit: ·; VCAM1 TNFa inh: 16; Pyk2 oligo antag: -0.93; Fibroblast inh: ·; Smad3 FoxH1 inh: ·; cytoskel mod: 9

Entries by screen from above.
Entries 13–21 in TNFa cytotox: -13, -16, -31, -10, -38, -5, 2, -16, 47
Entries 13–21 in H69AR inhibit: 98, 119, 96, 100, 78, 90, 90, ·, 79

Later entries.
nr	SMILES	TNFa cytotox	IL1B cytotox	HUVEC prolif 384	H69AR inhibit	VCAM1 TNFa inh
25	CCC(=O)c1ccc(OC(=O)c2ccc(Br)o2)cc1	3	10	112	96	19
26	COc1ccc(/C=N/NC(=O)Nc2nonc2N)cc1	·	-22	94	87	-17
27	COc1ccc(NC(=S)NC(NC(=O)c2ccc(Cl)cc2Cl)C(Cl)(Cl)Cl)c([N+](=O)[O-])c1 (stereo not drawn)	14	-5	56	66	13
28	Clc1ccc(-c2nnc3sc(Cc4cccs4)nn23)c(Cl)c1	-38	-15	84	83	4
29	CC(=O)c1cc(-c2ccccc2)[nH]c1N1CCCC1	-14	15	95	75	17
30	O=C(NCCc1ccccc1)C1CCN(S(=O)(=O)N2CCCC2)CC1	·	·	97	97	·
31	CC(C)CCN1CC(C(=O)N2CCN(c3ccc(F)cc3)CC2)CC1=O (stereo not drawn)	-6	76*	96	98	13
32	N/C(=N\OC(=O)c1cccc(Cl)c1)c1cccnc1	-12	1	78	49	-14
33	COc1ccc(OC)c(CNCCNC(=O)c2ccco2)c1	-18	-11	·	·	-20
34	CCCSc1nc(O)c(C2OC(=O)c3c2ccc(OC)c3OC)c(=O)n1C (stereo not drawn)	-4	-1	94	93	16
35	COc1ccc(C(CNC(=O)c2cc3ccccc3cc2OC)N2CCCC2)cc1 (stereo not drawn)	-17	15	·	·	-2
36	CC(C)=C1C2CCC1C1C(=O)N(NC(=O)COc3ccc(C(C)(C)C)cc3)C(=O)C21 (stereo not drawn)	3	-16	·	·	4

nr	Pyk2 oligo antag	Fibroblast inh	Smad3 FoxH1 inh	cytoskel mod
25	-0.14	106	0	5
26	-0.37	105	-17	7
27	-0.36	92	7	-24
28	-1	102	-8	14
29	0.52	96	6	0
30	0.29	100	4	·
31	1.5	94	-3	0
32	-0.76	95	11	19
33	·	·	·	-10
34	0.52	94	1	-3
35	-1.1	·	·	-6
36	-0.6	·	·	8

Following part
nr	SMILES	TNFa cytotox	IL1B cytotox	HUVEC prolif 384	H69AR inhibit	VCAM1 TNFa inh
37	Cc1cc(C)c(C#N)c(SCC(=O)CC(=O)OC(C)C)n1	·	·	85	88	·
38	Cc1nc2sc3c(c2c(=O)n1/N=C/c1ccco1)CCCC3	17	5	95	94	-11
39	O=C(/C=C/c1ccccc1)N1CCN(Cc2nc3ccccc3c(=O)[nH]2)CC1	-10	-4	89	59	-9
40	Cc1ccc(-c2csc(SCC(=O)Nc3cc(C)on3)n2)cc1	0	9	100	88	-13
41	CN=C(Nc1cc(C)nn1CCC#N)c1ccccc1	-5	-13	106	101	-4
42	COc1ccc(NC(=O)C2CCN(c3nnnn3-c3ccccc3)CC2)cc1	3	1	89	90	13
43	Cc1ccc(OCC(=O)Nc2ccc(N3CCOCC3)cc2)cc1	-8	·	88	89	20
44	CC(C)(C)c1nc(SCC(=O)NCc2ccco2)c2ccccc2n1	-24	-19	·	·	10
45	Cc1ccc(-n2c(CCC(=O)O)ccc2-c2cccs2)cc1C	43	7	100	88	26
46	CCOc1ccc(CCNC(=O)c2cccc(N3CCCC3=O)c2)cc1OCC	10	-1	102	101	-14
47	O=C1CCCN1c1ccc(S(=O)(=O)N2CCC(c3ccccc3)CC2)cc1	-15	-152	112	67	6
48	O=S(=O)(NCCn1ccc2ccccc21)c1ccccc1	-10	10	100	93	-12

nr	Pyk2 oligo antag	Fibroblast inh	Smad3 FoxH1 inh	cytoskel mod
37	-0.41	99	-2	·
38	-0.04	99	8	-8
39	0.02	89	-2	-14
40	0.7	99	10	9
41	0.87	100	1	-39
42	0.28	93	15	-2
43	1.4	99	9	-2
44	0.41	·	·	5
45	0.17	94	-10	-6
46	-0.08	103	-15	-11
47	0.44	98	7	24
48	·	97	5	-4

More records.
nr	SMILES	TNFa cytotox	IL1B cytotox	HUVEC prolif 384	H69AR inhibit	VCAM1 TNFa inh
49	COc1ccccc1-c1c(C)nn2c(NCCN3CCCC3)cc(C)nc12	11	-1	98	77	-6
50	Cc1ccc(-c2noc(CCC(=O)NCCN3CCOCC3)n2)cc1	-16	-3	113	104	-4
51	O=C(O)c1cc2cccc(S(=O)(=O)N3CCOCC3)c2cc1O	10	-5	95	86	1
52	COc1ccc2nc(NC(=O)CSc3nc4ccccc4o3)sc2c1	-17	-14	86	7.1*	-7
53	CCOC(=O)c1ccc(Oc2nc(NC)nc(SC)n2)cc1	-10	-34	78	66	-12
54	CC(C)N1C(=O)CCC1C(=O)NCCc1ccc(Cl)cc1 (stereo not drawn)	·	·	107	99	·
55	CC1CNCCN1S(=O)(=O)c1cccc2cnccc12 (stereo not drawn)	·	·	101	94	·
56	COc1ccc(C)cc1NS(=O)(=O)c1ccc(Br)s1	-10	-15	61	22*	-10
57	CCCCOc1ccc(S(=O)(=O)n2c(C)nc3ccccc32)cc1	·	11	88	102	·
58	Cc1cc2c(C)c(C)c(=O)[nH]c2cc1N	0	23	79	88	-4
59	O=C1C2C3c4ccccc4C(c4ccccc43)C2C(=O)N1c1nc(-c2ccccc2)cs1 (stereo not drawn)	-4	-28	·	·	11
60	Cc1ccc(-c2nc3ccccc3[nH]2)cc1NC(=O)c1ccc2c(c1)OCO2	-10	-30	·	·	7

nr	Pyk2 oligo antag	Fibroblast inh	Smad3 FoxH1 inh	cytoskel mod
49	·	98	16[fluorescence artefact?]	14
50	1.8	98	-6	-4
51	0.54	103	-8	-17
52	0.13	95	9[fluorescence artefact?]	6
53	0.07	96	9	0
54	·	98	4	·
55	·	93	10	·
56	-0.04	88	0	-2
57	0.68	94	1	·
58	-0.85	99	0	3
59	-0.47	·	·	-11
60	-1.8	·	·	-45

Additional records follow.
nr	SMILES	TNFa cytotox	IL1B cytotox	HUVEC prolif 384	H69AR inhibit	VCAM1 TNFa inh
61	O=C1c2sc3nc4ccccc4n3c2C(=O)N1c1ccccc1Cl	-25	-4	72	2.9*	-12
62	COCCCNC(=O)c1cc(C(=O)c2c(-c3c(Cl)cccc3Cl)noc2C)c[nH]1	11	-8	·	·	2
63	Cc1ccc(OCC(=O)NCc2ccccn2)cc1	-35	-15	86	94	-50
64	COc1cccc(OC)c1OCCCc1c(C)n[nH]c1C	-7	-1	107	91	1

nr	Pyk2 oligo antag	Fibroblast inh	Smad3 FoxH1 inh	cytoskel mod
61	0.86	71	6	16
62	-0.8	·	·	-20
63	0.44	95	-3[fluorescence artefact?]	5
64	0.24	110	8	-8

The list is partial; count on the stated rates, not on these rows.
